beta cell repl: MIN6 beta-cell proliferation induction | MIN6 cells proliferation, ATPlite luminescence, 48 h; cells starved in 0.2% serum; 100% = growth in 10% serum | proliferation, % at 10 µM | 0.29% of 330,000 active | AID 2380;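 active means compounds whose signal lies at least 3.5 SD above the mean of all wells on their plate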;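 further: 0% = DMSO-treated cells in low-serum medium and 100% = 10% serum control; some compounds called inactive have numbers as strong as hits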
mIAP act: mouse IAP activation; activation factor at 10 µM; 0.24% of 330,000 active; muIAP, CDP-Star luminescence, 30 min; active compounds read high; 1 = vehicle-only enzyme signal, 0 = enzyme-free wells; AID 2805;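 active means activation factor of at least 2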; further: the source names both 10 and 20 µM as test concentration; values of inactives mirror those of a sister screen read the other way
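Assay system: mouse IAP enzyme; Reagent: CDP-Star chemiluminescent phosphatase substrate; Compound: DMSO-dissolved test compounds; Incubation: 30 min, room temperature; Technique: luminescence from enzymatic CDP-Star hydrolysis; Controls: DMSO-only wells and no-enzyme negative control.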
TIM10 inh: growth inhibitors of TIM10 yeast strain; S. cerevisiae TIM10 strain growth, BacTiter-Glo luminescence, 24 h; inhibition, % at 10 µM; 1.4% of 330,000 active; AID 463195;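 active means inhibition of 40% or more at the single tested concentration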;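 further: wild-type TIM10 isogenic control strain grown at permissive 25 °C; 0% = DMSO yeast wells and 100% = minimal medium wells without yeast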
APOBEC3G inh: inhibitors of human APOBEC3G DNA deaminase. Q9HC16. recombinant A3G, ssDNA deamination FAM/TAMRA fluorescence. inhibition, % at 20 µM. 0.28% of 330,000 active. AID 493012;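 active means inhibition of at least 40% at 20 µM, with no more than 30% in the related APOBEC3A deaminase screen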;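 further: plate controls were DMSO wells with A3G for no effect and wells lacking A3G enzyme for full effect; some compounds called inactive have numbers as strong as hits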
APOBEC3A inh: human APOBEC3A DNA deaminase inhibition; P31941; recombinant A3A, FAM/TAMRA ssDNA deamination fluorescence; inhibition, % at 20 µM; 0.41% of 330,000 active; AID 493011;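 active means at least 40% inhibition at 20 µM here, with at most 30% in a related deaminase screen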;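 further: plate controls were A3A with DMSO for no effect and wells lacking A3A enzyme for full effect; some results filed as inactive read as strong as hits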
Target sequence (P31941 whole entry, looked up): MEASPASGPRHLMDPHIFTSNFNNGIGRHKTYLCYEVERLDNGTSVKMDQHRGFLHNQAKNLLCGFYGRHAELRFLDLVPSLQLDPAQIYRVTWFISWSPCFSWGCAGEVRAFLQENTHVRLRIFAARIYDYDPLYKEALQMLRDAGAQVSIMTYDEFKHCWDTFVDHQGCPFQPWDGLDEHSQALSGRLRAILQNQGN
hIAP inh: blocks human intestinal alkaline phosphatase; P09923; purified IAP, CDP-Star luminescence, 30 min; inhibition, % at 10 µM; 0.12% of 330,000 active; AID 2544;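 active means inhibition reaching a set limit with compound at 10 µM in the primary screen, cut at about 35% in these data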;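 further: plate controls were DMSO wells with enzyme for no effect and no-enzyme buffer wells for full effect; values of inactives mirror those of a sister screen read the other way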
Target sequence (P09923 whole entry, looked up): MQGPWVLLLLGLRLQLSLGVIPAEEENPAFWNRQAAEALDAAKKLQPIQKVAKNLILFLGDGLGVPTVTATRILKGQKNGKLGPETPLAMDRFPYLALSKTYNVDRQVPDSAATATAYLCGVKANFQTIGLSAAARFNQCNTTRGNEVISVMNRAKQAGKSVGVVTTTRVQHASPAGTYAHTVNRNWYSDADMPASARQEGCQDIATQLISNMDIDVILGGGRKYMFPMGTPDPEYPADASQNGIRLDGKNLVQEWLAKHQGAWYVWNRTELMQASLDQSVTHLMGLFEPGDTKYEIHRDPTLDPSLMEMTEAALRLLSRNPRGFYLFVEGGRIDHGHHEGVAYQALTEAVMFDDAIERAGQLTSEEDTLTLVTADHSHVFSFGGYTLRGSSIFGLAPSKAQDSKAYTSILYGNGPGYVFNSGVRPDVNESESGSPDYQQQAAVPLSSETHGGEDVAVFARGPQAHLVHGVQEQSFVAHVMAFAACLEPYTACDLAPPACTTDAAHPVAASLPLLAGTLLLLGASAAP
NLRP3 yeast inh: inhibitors of NALP3 inflammasome in yeast; AID 2825; inhibition, % at 10 µM; Yeast reconstituted NLRP3/ASC/caspase-1, beta-gal luminescence, 24 h; 0.39% of 330,000 active;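 active means inhibition of 50% or more; inactive means inhibition below 50%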;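 further: plate controls were induced DMSO wells for no effect and uninduced yeast grown without galactose for full effect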
mIAP inh: mouse IAP inhibition; purified mouse IAP, CDP-Star luminescence, 30 min; inhibition, % at 10 µM; 0.2% of 330,000 active; AID 2806;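 active means inhibition of at least 40% at 10 µM in the primary screen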;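 further: plate controls were DMSO with enzyme for no effect and no enzyme wells for full effect; values of inactives mirror those of a sister screen read the other way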
tim10-1 inh: inhibits growth of tim10-1 mutant yeast. inhibition, % at 20 µM. 2.2% of 330,000 active. S. cerevisiae tim10-1 ts strain growth, BacTiter-Glo, 24 h;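 active means inhibition of at least 40%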;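 further: mutant grown at 25 °C; 0% = DMSO wells with yeast and 100% = wells holding no yeast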
* = called active by the depositor.

mol | beta cell repl | mIAP act | TIM10 inh | APOBEC3G inh | APOBEC3A inh | hIAP inh | NLRP3 yeast inh | mIAP inh | tim10-1 inh
O=C(Nc1nnc(SCc2c(Cl)cccc2Cl)s1)c1ccc2ncsc2c1 | -4 | 0.96 | 9 | 1 | -2 | -2 | 24 | 4 | 8
N/C(=N\OC(=O)c1ccccc1)c1ccncc1 | -1 | 1 | 4 | -3 | -2 | -2 | -12 | -1 | -8
NC(=S)N/N=C/c1coc2cc(Cl)ccc2c1=O | 0 | 0.99 | 42* | -3 | 0 | -1 | -30 | 1 | -12
O=C(CSC1CCCCC1)Nc1nccs1 | -1 | 0.91 | 0 | 7 | 2 | -7 | -12 | 9 | 10
CCOC(=O)C1CCN(C(=O)c2cc(COc3ccc(OC)c4ccccc34)on2)CC1 | -4 | 0.94 | 21 | -2 | -2 | -10 | 8 | 6 | 19
CSc1cccc(NC(C)=O)c1 | -2 | 1 | 7 | -6 | 0 | 8 | 19 | -1 | -19
COc1ccc2cc(C(=O)NCc3ccco3)c(=O)oc2c1 | -2 | 1.1 | 4 | 0 | 0 | 6 | 14 | -6 | 14
Cc1csc(NC(=O)c2ccco2)n1 | -2 | 1.1 | 3 | -8 | -3 | 1 | 9 | -5 | 5
CCC(=O)Nc1c2c(nn1-c1ccccc1)CSC2 | 1 | 1 | 4 | -2 | -2 | -7 | -13 | -2 | 11
Cc1nn(C)c(C)c1CNC(=O)/C=C/c1ccccc1F | -1 | 0.91 | 4 | -4 | -1 | 2 | 20 | 9 | -8
O=[N+]([O-])c1cc([N+](=O)[O-])c(Oc2cc(Cl)cc(Cl)c2)cc1NN1CCCCC1 | -4 | 1 | -2 | -6 | -1 | 23 | -5 | 0 | 11
COc1cccc(OCC(O)CN2CCC(Cc3ccccc3)CC2)c1 (stereo not drawn) | -1 | 1.2 | 7 | 2 | -1 | -20 | 22 | -16 | 20
CC(=Nc1ccc(C)c(C)c1)C1=C(O)CCC1=O | -4 | 1.1 | -1 | 11 | -7 | -15 | 7 | -8 | 28
O=C(COC(=O)c1ccc2ncsc2c1)NC(=O)NCc1ccccc1 | -2 | 1 | 4 | -4 | 2 | 2 | 23 | -1 | -9
COc1cccc(OC)c1C(=O)OCc1c(-c2ccccc2)ncc2ccccc12 | 0 | 0.99 | 14 | -3 | -1 | 0 | 5 | 1 | 11
COc1cccc(OC)c1C(=O)Nc1ccnn1C | -5 | 0.98 | -20 | -5 | 0 | -9 | 3 | 2 | 4
N#CCCn1cc(C(CC(=O)c2ccccc2)C(=O)O)c2ccccc21 (stereo not drawn) | 0 | 1 | 1 | 0 | 0 | 0 | 7 | -1 | 11
COc1ccc(-n2nc(C(=O)N3CCCCC3)c3ccccc3c2=O)cc1 | -1 | 1 | 5 | -4 | -2 | 9 | 0 | -3 | 16
CCOc1ccc(NC(=O)Cn2sc3nc(C)cc(C)c3c2=O)cc1 | -6 | 1.1 | 46* | 80* | -1 | -2 | 7 | -7 | 83*
Nc1nc2c(ccc3ccccc32)s1 | 1 | 1 | 23 | -4 | -2 | 26 | 36 | -2 | 10
COc1ccc(-c2noc(CCCOc3ccc(Cl)cc3Cl)n2)cc1 | -1 | 0.93 | -6 | -1 | 0 | 19 | 11 | 7 | 20
Cc1ncc([N+](=O)[O-])n1CC(=O)NCCc1ccccc1 | 3 | 1.1 | -10 | -5 | -7 | -20 | -7 | -15 | 5
Cc1[nH]n(-c2ccccc2)c(=O)c1/C=N/NC(=O)C(C)C | 2 | 1.1 | -6 | 2 | -4 | -15 | -7 | -14 | -2
COc1cc(OC)c(Nc2cc(C)nc3nc(C)nn23)cc1Cl | -3 | 0.99 | 4 | -11 | -2 | -24 | 2 | 0 | 27
COc1ccc(OC)c(NC(=O)c2cnc(Nc3ccccc3OC)c3ccccc23)c1 | 0 | 0.99 | 30 | -3 | -1 | 5 | 10 | 0 | 32
CC(C)c1ccc(C2C(C(=O)c3ccco3)=C(O)C(=O)N2CC2CCCO2)cc1 (stereo not drawn) | -2 | 1.1 | -3 | 0 | -2 | 10 | 4 | -7 | 10
C=CCC1(C#N)C(=S)NC2=C(C(=O)CC(C)(C)C2)C1c1ccc(Br)cc1 (stereo not drawn) | -4 | 0.98 | -24 | -9 | 2 | -4 | 6 | 2 | -9
COc1ccc(NC(=O)CN(C)S(=O)(=O)c2ccc(Br)s2)cc1 | -3 | 0.93 | -32 | -5 | -1 | -7 | 39 | 7 | 17
O=C1NC2c3ccccc3CC2O1 (stereo not drawn) | -6 | 0.96 | 7 | -8 | -4 | -10 | 8 | 4 | 11
O=C(O)c1sccc1NC(=O)c1c(Cl)cccc1Cl | -4 | 0.91 | 17 | -5 | 2 | 14 | 12 | 9 | 1
CC(C)CC(=O)Nc1ccc2oc(-c3ccncc3)nc2c1 | -3 | 0.98 | -16 | -11 | -4 | 6 | 17 | 2 | -3
Fc1ccccc1Sc1ccccc1CNC1=NCCN1 | 0 | 1.1 | 9 | -4 | 63* | 5 | 14 | -11 | 27
COC(=O)[C@@]1(Cc2ccc(F)cc2)[C@H]2c3cc(C(=O)N(C)C)n(Cc4ccccc4)c3C[C@H]2CN1C(=O)c1ccccc1 | -7 | 0.95 | 6 | -3 | -1 | 2 | 19 | 5 | 17
Cc1noc(C)c1CCC(=O)N1CCCC(CCC(=O)NCc2ccccc2F)C1 (stereo not drawn) | -3 | 0.98 | 5 | -4 | -2 | 2 | 0 | 2 | 0
CN(C(=O)CSC1=NC2C(N=N1)c1cc(Br)ccc1N2C)C1CCCCC1 (stereo not drawn) | -4 | 0.83 | -2 | -4 | 2 | -5 | 21 | 17 | -2
CC(C)(C)c1ccc(NC(=O)N2CCCN(c3c(Cl)cncc3Cl)CC2)cc1 | -3 | 1.1 | 33 | -5 | -1 | 0 | 9 | -10 | 27
O=C(OCC(=O)N1CCN(C(=O)c2ccco2)CC1)c1ccccc1C(=O)c1ccccc1 | -4 | 1.1 | 3 | 2 | 4 | -8 | -10 | -12 | 8
N/C(=N\OC(=O)c1ccc(Cl)c(Cl)c1)c1ccccn1 | -6 | 0.97 | 20 | -4 | 6 | -12 | 25 | 3 | 20
Cc1cccc(NC(=O)C2CCCN(S(=O)(=O)c3ccc4[nH]c(=O)ccc4c3)C2)c1 (stereo not drawn) | -1 | 1 | -6 | -8 | 0 | 2 | 10 | 0 | -10
Cc1ccc(S(=O)(=O)Nc2ccc(S(=O)(=O)NC(C)(C)C)cc2)cc1 | 0 | 0.92 | -9 | -4 | 2 | 2 | 5 | 8 | 9
CC(C(=O)Nc1cc([N+](=O)[O-])ccc1Cl)N1CCN(c2ccccc2)CC1 (stereo not drawn) | -1 | 0.89 | 8 | -6 | -3 | -36 | 7 | 11 | 13
CS(=O)(=O)N(Cc1ccccc1)c1ccc(C(=O)NCc2ccccc2)cc1 | 0 | 1.1 | -21 | -2 | -1 | -2 | 13 | -8 | 15
CCOC(=O)CSc1ncc(OC)c(=O)[nH]1 | -2 | 1 | -10 | -2 | -1 | 3 | 3 | -3 | 4
COCCCNC(=O)Cn1ccc(NC(=O)OCc2ccccc2)nc1=O | -3 | 1.1 | 4 | -11 | -2 | -6 | 9 | -9 | -11
COC(=O)c1cc2ccccc2c(=O)s1 | 1 | 0.96 | -24 | -1 | 1 | -4 | -27 | 4 | -21
CN(C)CCCN(C(=O)c1cc2ccccc2oc1=O)c1nc2c(F)cccc2s1 | 4 | 0.94 | 11 | -3 | 0 | 3 | 9 | 6 | -5
COc1cc(Cl)cc(C=O)c1OCC(=O)O | 4 | 1.1 | -16 | 13 | 2 | -5 | 12 | -11 | -8
Cc1cccc(C)c1NC(=O)Cn1c(=O)n(CCCC(=O)NC2CCN(Cc3ccccc3)CC2)c(=O)c2ccccc21 | 0 | 1 | 4 | -5 | 0 | -6 | 26 | -2 | 5
COc1ccc(/C=N\NC(=O)c2ccc([N+](=O)[O-])c(C)c2)cc1COc1ccccc1C(N)=O | -3 | 0.97 | -32 | 7 | 3 | 10 | -2 | 3 | -19
C#CCNC(=O)c1ccc(OCc2ccccc2)cc1Cl | -3 | 0.88 | -6 | -2 | 4 | -5 | 35 | 12 | -6
COc1ccccc1C(=O)NCCC(=O)OCC(=O)Nc1ccc(S(N)(=O)=O)cc1 | -1 | 0.9 | 4 | -1 | 3 | -6 | -6 | 10 | -1
O=C(c1ccccc1C(=O)N1CCN(c2ccc(F)cc2)CC1)N1CCN(c2ccc(F)cc2)CC1 | -3 | 1 | 30 | -4 | -2 | -14 | 4 | -3 | 24
O=C(O)C1C2CCC(O2)C1C(=O)Nc1ccc(Cl)cc1F (stereo not drawn) | 0 | 1 | -3 | -3 | 2 | 14 | 2 | -1 | -5
NS(=O)(=O)c1ccc(Nc2ccccc2)c([N+](=O)[O-])c1 | -2 | 0.95 | -1 | 4 | 12 | 11 | -2 | 5 | 17
O=C(CN1C(=O)NC2(CCCC2)C1=O)Nc1ccc(C(F)(F)F)cc1 | 1 | 1 | 2 | -9 | -2 | -13 | 21 | -3 | 20
CCOC(=O)N1CCN(C(=O)CSc2nnc(-c3cccc(OC)c3)o2)CC1 | -2 | 0.99 | -12 | -5 | -3 | -1 | -5 | 1 | 3
NC(=O)COc1cc2oc(=O)c3c(c2cc1Cl)CCCC3 | -2 | 0.96 | 11 | -1 | 3 | -6 | 9 | 4 | 5
CC1CCCCC1NC(=O)C1CC(=O)N(Cc2ccccc2)C1 (stereo not drawn) | -7 | 0.97 | -6 | -8 | -3 | -1 | 6 | 3 | -5
CSCCCN1CCCC(CO)(Cc2ccc(F)cc2)C1 (stereo not drawn) | 0 | 0.92 | -14 | -7 | -4 | -21 | 19 | 8 | 13
O=C(O)C1C2CCC(O2)C1C(=O)Nc1ccccc1Br (stereo not drawn) | -3 | 1 | -1 | -12 | -5 | 9 | 16 | -2 | 7

More structures:
mol | beta cell repl | mIAP act | TIM10 inh | APOBEC3G inh | APOBEC3A inh | hIAP inh | NLRP3 yeast inh | mIAP inh | tim10-1 inh
CCO[C@H]1OC(C(=O)N2CCN(Cc3ccc4c(c3)OCO4)CC2)=C[C@@H](c2cn(C(C)=O)c3ccccc23)[C@@H]1CCCO | -4 | 1 | 3 | -3 | 0 | 23 | 9 | -2 | -2
CCOc1cc(C#N)c(NC(=O)Cn2nnc3ccccc32)cc1OCC | -3 | 1 | 3 | -2 | 4 | 14 | 10 | 0 | 15
Cc1csc(SCc2nnc(-c3ccccc3Br)o2)n1 | -3 | 0.9 | 10 | -1 | 0 | -1 | 16 | 10 | 23
Oc1nc(Nc2ccc(Cl)cc2Cl)sc1/C=C1\C=Nc2ccccc21 | -6 | 0.78 | 12 | -1 | -1 | -22 | 14 | 22 | 12
O=C(CN1CCNCC1)Nc1ccccc1Cl | 0 | 1 | 2 | -6 | -1 | -11 | 6 | 0 | 5

Structures shown so far with a thiophene ring, fused or not:
mol | beta cell repl | mIAP act | TIM10 inh | APOBEC3G inh | APOBEC3A inh | hIAP inh | NLRP3 yeast inh | mIAP inh | tim10-1 inh
COc1ccc(NC(=O)CN(C)S(=O)(=O)c2ccc(Br)s2)cc1 | -3 | 0.93 | -32 | -5 | -1 | -7 | 39 | 7 | 17
O=C(O)c1sccc1NC(=O)c1c(Cl)cccc1Cl | -4 | 0.91 | 17 | -5 | 2 | 14 | 12 | 9 | 1
